FN deposit inh – inhibitors of fibronectin matrix deposition, primary screen, AH1F cells, Alexa488-fibronectin fluorescence, plate reader; hit rate 0.086% among 350,000; inhibition, % at 12.6 µM; AH1F fibroblasts, overnight; AID 743247, 2014;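 active = mean inhibition across replicates of 30% or more, regardless of how many single replicates reach that level; inconclusive = mean under 30% yet at least half of replicates reach 30%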;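 note: positive control wells lacked labelled fibronectin entirely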
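Assay system: AH1F fibroblast monolayer, labelled fibronectin deposition. Amount: 10000 cells per well. Also added: labelled fibronectin 24 nM. Compound: single-point pinned compound. Incubation: cell attachment 1 h, compound and FN exposure overnight. Detection: fluorescence after three HBSS washes, excitation 485 nm, emission 525 nm. Read-out: inhibition of fibronectin deposition signal.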
miR122 inh – miR-122 Renilla sensor signal increase in Huh7, primary screen, miR-122 inhibitor project, cell-based, single point, plate reader; Huh7 miR-122 Renilla luciferase sensor, 48 h; neutral wells = 0, positive control = 100; activation (reporter increase), % at 12.5 µM; hit rate 0.3% among 340,000; AID 602342, 2012;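 active = mean replicate activation score at least 90 and every replicate individually at or above 90; inconclusive = only one of the two criteria met; inactive = neither criterion met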;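 note: higher luciferase means less miR-122 activity so hits act as miR-122 inhibitors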
CFTR F508del cor – F508del CFTR correction, initial screen, CFBE line, single point | AID 720511, 2013 | activity (quench increase), % at 7.58 µM | hit rate 0.36% among 350,000 | CFBE cells, YFP halide quenching; stimulated with forskolin plus potentiator P3; % fluorescence drop versus neutral controls;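 active = mean added fluorescence quench of at least 8% versus neutral control, with both replicates also reaching 8%; inconclusive = only one of the mean or replicate conditions met; inactive = mean below 8% and not both replicates reaching 8%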;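 note: cells transiently co-express mutant CFTR-F508del with the halide-sensitive YFP; corrector assay measuring rescue of mutant channel to the surface after 24 h compound exposure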
DENV2 CPE – inhibitors of DENV2 cytopathic effect, primary screen, cell-based, plate reader, single concentration. hit rate 1.7% among 350,000. CPE inhibition, % at 9.99 µM. AID 651640, 2012. DENV2-infected cells, cytopathic effect rescue; in the data active = CPE inhibition above about 20%, passing the limit was not always enough; inconclusive = no clear call, values can overlap the other calls; tested in BHK-21 cells;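 note: 0% = median of neutral control wells and 100% = median of positive control wells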
EWS-Fli block – EWS/Fli-driven NR0B1 reporter inhibitors, primary screen, A673 cells, NR0B1 luciferase, luminescence, MLPCN library. viability-normalised. inhibition, % at 12.6 µM. hit rate 0.67% among 350,000;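 active = mean inhibition of at least 50% after viability correction, with every replicate also passing that limit; inconclusive = mean reaches 50% but only one of two replicates passes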;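 note: firefly luciferase signal divided by Alamar Blue viability fluorescence both relative to DMSO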
GSIS activator – GLuc luminescence reporter in INS-1E cells, primary screen for activators of glucose-dependent secretion of insulin; AID 743287, 2014; INS-1E GLuc reporter insulin secretion, 2-3 h; activation, % at 16.6 µM; hit rate 0.61% among 370,000;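 active = lowest replicate activation of at least 40%, so every replicate reaches that level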;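 note: 0% = median of neutral control wells and 100% = median of IBMX positive control wells; some compounds called inactive have numbers as strong as hits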
PAX8 inh HTS – inhibitors of PAX8-driven TPO luciferase reporter, primary screen, RMG-I cells, single concentration. hit rate 1.2% among 360,000. inhibition, % at 12.6 µM. SteadyGlo, 24 h;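 active = mean replicate inhibition at least 60% with every replicate also reaching 60%; inconclusive = only one of the two criteria is met; inactive = mean below 60% and not all replicates reaching 60%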;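 note: luciferase light reporting Pax8 driven TPO promoter activity; plate controls were median of neutral control wells for no effect and mitoxantrone controls for full effect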
* marks the source's active call; other numbers are inactive results; ? = inconclusive; . = not tested or not shown; [ ] = dose if it differs, or a comment.

The first seven records, ahead of the listing:
SMILES	FN deposit inh	miR122 inh	CFTR F508del cor	DENV2 CPE	EWS-Fli block	GSIS activator	PAX8 inh HTS
Cc1cc(C)n(-c2ncnc3sc4c(c23)CCCC4)n1	.	-5.0	-0.8	7.1	-9.4	47.8	.
CCC1CCCCN1S(=O)(=O)c1ccc(C(=O)Nc2nnc(C3CC3)o2)cc1 (centres undefined)	-3.2	.	1.8	-7.9	17.7	.	.
CCCS(=O)(=O)NC(=O)C1(C)CCN(C(=O)CSc2ccccc2)C1 (centres undefined)	.	.	-5.2	-9.0	2.0	.	-1.4
CC(C)(O)C#Cc1ccc(C(=O)NCc2cccs2)s1	-3.6	2.8	.	.	.	.	4.3
O=C1CCC/C(=N/Nc2ccc(Cl)cc2)C1	6.2	.	1.9	-0.9	5.0	10.0	28.1
CN(CC(=O)Nc1ccccc1Cl)C(=O)Cn1nnc(-c2ccc(F)cc2)n1	-4.3	.	-1.2	-2.4	1.2	-4.9	-1.0
Cc1ccc(S(=O)(=O)N2CCCCC2)cc1NC(=O)c1ccc2c(c1)OCO2	5.0	.	.	-1.3	-1.3	-16.6	-16.0

The list itself, repeating the preview:
SMILES	FN deposit inh	miR122 inh	CFTR F508del cor	DENV2 CPE	EWS-Fli block	GSIS activator	PAX8 inh HTS
Cc1cc(C)n(-c2ncnc3sc4c(c23)CCCC4)n1	.	-5.0	-0.8	7.1	-9.4	47.8	.
CCC1CCCCN1S(=O)(=O)c1ccc(C(=O)Nc2nnc(C3CC3)o2)cc1 (centres undefined)	-3.2	.	1.8	-7.9	17.7	.	.
CCCS(=O)(=O)NC(=O)C1(C)CCN(C(=O)CSc2ccccc2)C1 (centres undefined)	.	.	-5.2	-9.0	2.0	.	-1.4
CC(C)(O)C#Cc1ccc(C(=O)NCc2cccs2)s1	-3.6	2.8	.	.	.	.	4.3
O=C1CCC/C(=N/Nc2ccc(Cl)cc2)C1	6.2	.	1.9	-0.9	5.0	10.0	28.1
CN(CC(=O)Nc1ccccc1Cl)C(=O)Cn1nnc(-c2ccc(F)cc2)n1	-4.3	.	-1.2	-2.4	1.2	-4.9	-1.0
Cc1ccc(S(=O)(=O)N2CCCCC2)cc1NC(=O)c1ccc2c(c1)OCO2	5.0	.	.	-1.3	-1.3	-16.6	-16.0
COc1ccc(S(=O)(=O)Nc2ccc3c(c2)[C@@H]2C[C@@H](CC(=O)N(C)C)O[C@H](CO)[C@@H]2O3)cc1	-16.4	4.8[16.7 µM]	-1.1	3.4	-4.2	9.7	5.2
CCN1CCN(c2ccc(NC(=O)c3ccc4c(c3)[nH]c(=O)n4Cc3ccc(F)cc3)cc2)CC1	2.8	.	-1.8	-14.2	7.0	.	6.2
Cc1ccc(-c2ccc3c(c2)O[C@H](CN(C)Cc2ccncc2)[C@@H](C)CN([C@@H](C)CO)S3(=O)=O)cc1	5.8	-1.1[16.7 µM]	2.5	-6.8	71.6*	-26.2	.
COc1ccc(CN2C(=O)C(C)Oc3ccccc32)cc1 (centres undefined)	-3.9	-15.0	-0.7	-7.4	-6.0	-0.8	1.0
CN(Cc1nnc(-c2ccc(F)cc2)o1)c1ccccc1	-8.0	1.4	1.5	13.9	-57.8	0.0	-23.9
COc1cc(CNC(=O)C2CCC(=O)N(C3CCCCCC3)C2)cc(OC)c1 (centres undefined)	.	0.1	-2.5	-2.0	.	12.6	-21.9
FC(F)(F)c1ccc(-c2cccc3c2C2CC3CCN2Cc2ccc3c(c2)OCO3)cc1 (centres undefined)	3.1	0.5	4.6	5.5	4.6	-4.3	14.4
CCCNC(=O)Nc1ccc2c(c1)OC[C@H](C)N(C(=O)c1ccccc1F)C[C@@H](C)[C@@H](OC)CN(C)C2=O	-12.8	.	-1.3	2.6	-3.4	-6.1	6.3
CCOc1ccc(S(=O)(=O)NCc2cccnc2)cc1C	-3.8	-1.6	2.6	1.2	0.1	7.5	-8.1
Cc1ccc(S(=O)(=O)/N=C2/C=C(C3C(=O)CC(C)(C)CC3=O)C(=O)c3ccccc32)cc1	5.0	24.3	.	.	.	.	-39.3
O=C(CSc1nc2ccccc2c(=O)n1-c1ccc(F)c(Cl)c1)Nc1cccc(S(=O)(=O)N2CCOCC2)c1	-1.2	.	.	2.6	11.1	13.5	22.3
CCOC(=O)C1CCCN(C(=O)c2cccc3ccccc23)CC1 (centres undefined)	0.3	4.1	1.8	8.4	-8.1	9.8	14.4
CCC(=O)Nc1ccc(OCc2nnc3c4ccccc4c(C)nn23)cc1	.	.	4.1	2.2	-13.3	5.4	10.4
CC(C)NC(=O)N[C@H]1CC[C@H](CCn2cc(-c3ccc(F)cc3)nn2)O[C@@H]1CO	.	.	-4.2	5.3	-8.0	-6.8	16.1
C[C@@H]1CN([C@H](C)CO)C(=O)c2cc(-c3cccnc3)cnc2O[C@H]1CN(C)C(=O)Nc1ccc2c(c1)OCO2	-3.8	-2.8[16.7 µM]	3.9	-4.6	-7.4	15.3	.
CC(C)CCOC(=O)C1C(c2ccccc2)C(C(=O)O)C1c1ccccc1 (centres undefined)	-2.2	-4.1	.	.	.	.	7.5
CN(C)c1ccc([N+](=O)[O-])cc1C(=O)O	0.3	-16.1	-0.7	-3.8	-2.6	0.8	37.3
COc1ccc(S(=O)(=O)N2CCN(CC(=O)c3[nH]c(C)c(C(C)=O)c3C)CC2)cc1OC	4.5	.	0.9	-2.7	-0.8	12.6	4.8

The closing 2 compounds of the part before open the next one:
SMILES	FN deposit inh	miR122 inh	CFTR F508del cor	DENV2 CPE	EWS-Fli block	GSIS activator	PAX8 inh HTS
CN(C)c1ccc([N+](=O)[O-])cc1C(=O)O	0.3	-16.1	-0.7	-3.8	-2.6	0.8	37.3
COc1ccc(S(=O)(=O)N2CCN(CC(=O)c3[nH]c(C)c(C(C)=O)c3C)CC2)cc1OC	4.5	.	0.9	-2.7	-0.8	12.6	4.8
CC1CCC2(CC1)NC(=O)N(CC(=O)Nc1ccc(N3CCCCC3)cc1)C2=O (centres undefined)	1.1	6.8	4.6	?	-11.7	-10.2	-13.3
Cc1ccc(C)c(OCC(=O)O/N=C(\N)c2cccnc2)c1	8.8	-5.4	-0.2	14.4	-28.3	-1.3	-20.0
CCNC(=O)[C@@H]1[C@@H](CO)[C@@H]2Cn3c(ccc(C4=CCCC4)c3=O)[C@H]1N2S(=O)(=O)c1cn(C)cn1	.	.	-2.8	18.6	-6.1	6.3	-17.3
CCOC(=O)/C=C(\C)Sc1cc(O)c2ccccc2c1O	8.3	30.5	2.4	-2.4	35.9	-8.3	35.2
O=c1c([N+](=O)[O-])cn(Cc2ccccc2)c(=O)n1Cc1ccccc1	1.1	7.0	-1.2	-9.1	0.6	-14.8	-8.1
CC1CCN(Cc2nc(Cl)c3c4c(sc3n2)CCC4)CC1	4.6	.	-1.4	1.7	11.1	-13.8	1.1
CCCNC(=O)N[C@H]1CC[C@@H](CCNS(=O)(=O)c2cccc(F)c2)O[C@@H]1CO	-6.8	-4.9[16.7 µM]	-1.1	-6.2	-3.6	9.7	-9.7
O=C(NC1CC1)c1cccc(NC(=O)C2CCN(S(=O)(=O)c3cccc(C(F)(F)F)c3)CC2)c1	1.8	-2.8	1.9	7.9	4.7	8.0	9.0
C[C@H]1CN([C@@H](C)CO)C(=O)c2cccc(NC(=O)Nc3ccccc3)c2O[C@H]1CN(C)S(=O)(=O)c1ccccc1	.	3.2[16.7 µM]	2.2	0.5	-6.8	-4.3	7.8
COC1=C/C(=C/c2c(N)n3c(nc2=O)sc2cc(S(C)(=O)=O)ccc23)C=CC1=O	-5.1	-1.2	-3.3	0.5	-26.8	-37.9	-16.3
C[C@@H]1COc2cc(N3CCOCC3)ccc2S(=O)(=O)N1	1.5	.	0.6	-6.7	-4.8	19.0	-1.0
CC(=O)Nc1ccc(NC(=O)COC(=O)Cn2cnc3ccccc32)cc1	8.7	-0.8	0.7	-4.8	2.7	15.3	3.2
NC(=O)C1CCN(c2ncnc3c2c(-c2ccccc2)cn3-c2ccccc2)CC1	-0.3	-1.0	2.6	2.3	8.4	-9.1	6.2
O=C(CSc1nnc2c(n1)[nH]c1ccccc12)NC1CCCCC1	-1.8	-1.6	1.6	0.0	4.9	-2.4	-12.7
C[C@@H]1CN([C@@H](C)CO)C(=O)c2cccc(NC(=O)Nc3ccc(C(F)(F)F)cc3)c2O[C@@H]1CN(C)CC1CCCCC1	.	-5.0[16.7 µM]	3.8	-5.9	60.6*	.	.
C[C@@H]1CN([C@H](C)CO)C(=O)c2cc(-c3cccc(F)c3)cnc2O[C@H]1CN(C)C(=O)C1CCC1	-7.5	-2.7[16.7 µM]	-1.2	1.1	-1.4	11.9	-25.3
Cc1ccc2nc(N(CCN3CCOCC3)C(=O)CCS(=O)(=O)c3ccccc3)sc2c1	9.8	8.0	-0.5	5.0	-61.3	15.3	-34.4
Cc1cc(Cl)ccc1NNC(=O)CCc1ccccc1	9.5	-1.5	0.0	2.6	10.2	-16.3	23.8
CC1(C)CC(=O)C=C(Nc2cccc(F)c2)C1	8.1	17.2	2.1	-8.2	1.7	16.2	17.4
CC(C)(CNC(=O)c1ccccc1F)CNC(=O)c1ccccc1F	4.5	-1.6	.	2.6	9.9	7.2	19.6
CO[C@H]1CN(C)C(=O)c2cc(NS(=O)(=O)c3ccc(Cl)cc3)ccc2OC[C@H](C)N(C)C[C@@H]1C	-7.8	.	0.6	2.4	-7.3	1.3	4.7
C[C@H](CO)N1C[C@H](C)[C@H](CN(C)C(=O)C2CC2)Oc2cc(-c3ccc(C#N)cc3)ccc2S1(=O)=O	.	6.8[16.7 µM]	-1.4	-2.8	0.8	.	.
C[C@@H]1CCCCO[C@@H](CN(C)C(=O)Nc2ccc(C(F)(F)F)cc2)[C@@H](C)CN([C@H](C)CO)C(=O)c2cc(NC(=O)CCC(F)(F)F)ccc2O1	.	16.4[16.7 µM]	1.7	-3.7	-8.7	9.6	-5.2
COc1cc(C(=O)NCCSc2ccccc2)cc(OC)c1OC	3.4	-1.6	-3.2	3.6	-1.6	11.0	9.1
Cc1ccc(NC(=O)CSCC(=O)Nc2ccccc2N2CCCCC2)cc1	-0.5	.	-1.3	0.8	-8.7	-20.5	14.3
Carrying on.
SMILES	FN deposit inh	miR122 inh	CFTR F508del cor	DENV2 CPE	EWS-Fli block	GSIS activator	PAX8 inh HTS
O=C(CSc1ccccn1)Nc1ccc(Cl)c([N+](=O)[O-])c1	-9.8	.	1.6	11.2	1.5	-21.7	8.8
CCn1c(=O)c(CCC(=O)N2CCN(c3ccccn3)CC2)c(C)c2c(C)nn(-c3cccc(C)c3)c21	4.8	-4.5	-0.6	0.2	10.8	9.2	-3.2
O=C(CCCCCN1C(=O)c2ccccc2C1=O)Nc1ccc(C(=O)O)cc1	-1.0	.	1.8	7.2	3.2	2.7	-5.2
CC(C)Cc1nc(N2CCN(C(=O)C(C)C)CC2)c(C#N)c2c1CCC2	-4.3	-3.3	.	.	.	.	12.9
CN(C)CC(=O)N1CCCCN2[C@H](CO)[C@H](c3ccc(/C=C/c4ccccc4)cc3)[C@@H]2C1	.	-26.3[16.7 µM]	-5.9	-23.7	-4.5	38.5	-17.5
CCCCN(CCCC)c1nc(-c2ccncc2)nc2ccccc12	5.5	.	0.1	-11.8	40.9	6.4	-27.4

Source: PubChem BioAssay (Broad Institute)

Compounds as they come (roughly 3.9% active in at least one column).
